Screens: PubChem BioAssay, National Center for Advancing Translational Sciences (NCATS)
PLK1 PBD block = qHTS for Inhibitors of PLK1-PDB (polo-like kinase 1 - polo-box domain): Primary Screen; AID 720504, 2013; Plk1 PBD binding of FITC phosphopeptide, fluorescence polarization; Potency, µM, for inactives: max response, negative = inhibition, actives largely listed as inhibitors; hit rate 2.8% among 360,000; also: potency is read from the fitted curve at half-maximal effect; series mostly up to about 57 µM; % is scaled to controls: 0 for no effect and ±100 for the full control effect; nearly all actives have a fitted effect of over 65% in size
Target sequence (P53350 whole entry, looked up, the tested form may be a part): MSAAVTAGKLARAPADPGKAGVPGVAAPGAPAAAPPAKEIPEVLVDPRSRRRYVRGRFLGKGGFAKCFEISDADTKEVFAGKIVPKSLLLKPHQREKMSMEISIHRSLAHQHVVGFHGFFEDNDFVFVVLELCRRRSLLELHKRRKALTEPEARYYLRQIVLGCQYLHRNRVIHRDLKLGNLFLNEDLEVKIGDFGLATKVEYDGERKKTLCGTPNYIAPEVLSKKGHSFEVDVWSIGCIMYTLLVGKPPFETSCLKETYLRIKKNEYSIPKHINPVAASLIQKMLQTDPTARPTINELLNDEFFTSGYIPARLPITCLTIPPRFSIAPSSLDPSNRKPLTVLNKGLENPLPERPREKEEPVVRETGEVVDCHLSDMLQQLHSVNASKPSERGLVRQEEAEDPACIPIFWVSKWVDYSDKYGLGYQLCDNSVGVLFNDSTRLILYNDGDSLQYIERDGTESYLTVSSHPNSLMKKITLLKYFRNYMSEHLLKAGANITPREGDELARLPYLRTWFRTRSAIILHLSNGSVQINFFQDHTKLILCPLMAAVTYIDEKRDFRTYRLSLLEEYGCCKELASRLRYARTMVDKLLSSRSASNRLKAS
IL-2 act = qHTS of IL-2 Activators | IL-2 activation reporter assay, cell-based qHTS; stimulated with anti-CD3/CD4/CD28 beads; in transgenic mouse T cells | activation, % (series mostly up to about 46 µM) | hit rate 0.065% among 360,000; in the data active = activation above about 50%; inconclusive = mostly about 30% to 49%; also: 0% is about no effect
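EGFP and DsRed fluorescence is measured by plate cytometry in unstimulated transgenic mouse T cells exposed to compound for 60 minutes, then stimulated 18 hours at 37 degrees C with anti-CD3/anti-CD4 beads plus anti-CD28.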
FUS suppressor = qHTS for Suppressors of FUS Proteinopathy: Primary screen using FUS-linked yeast assay. hit rate 0.24% among 390,000. S. cerevisiae FUS-expressing, growth rescue, OD600, 24 h. Potency, µM (highest dose often 76.6 µM), inactives show at the highest dose growth rescue (activation), actives largely listed as activators. AID 1347120, 2019;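 also: potency is read from the fitted curve at half-maximal effect; plate controls were DMSO vehicle for no effect and reference control for full effect; nearly all actives have a fitted effect of over 55% in size; some results filed as inactive show a strong effect at the top dose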
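Quantitative HTS measuring growth restoration of FUS-toxic yeast. Galactose-induced cells (OD 0.005) were exposed 24hr at 30C to compounds at several concentrations, then absorbance at 600 nm was recorded.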
Abeta yeast res = qHTS for compounds that reverse cellular toxicity of Amyloid beta (A-beta) peptide in yeast: Primary Screen. yeast expressing A-beta42, growth rescue, OD600, 48 h; response scale: 0% DMSO, 100% iron-clioquinol control. Potency, µM (top dose mostly 46.1 µM), without a hit: at the top dose growth rescue, most hits filed as activators. hit rate 0.063% among 410,000; also: potency is read from the fitted curve at half-maximal effect; nearly all actives have a fitted effect of over 55% in size
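Growth rescue measured by 600 nm absorbance after 48 h yeast culture at 30 C with compound. Values normalized between DMSO and an equimolar ferric chloride plus clioquinol control.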
PI5P4Ka inh = qHTS for Inhibitors of phosphatidylinositol 5-phosphate 4-kinase (PI5P4K) | Phosphatidylinositol 5-phosphate 4-kinase type-2 alpha (Homo sapiens), P48426 | PI5P4Kalpha enzyme, ADP-Glo luminescence, 60 min; hits give low values | max response, % | hit rate 1.2% among 330,000 | AID 652105, 2013; active = max response of -50% or lower; inconclusive = between -30% and -50%; inactive = -30% or higher; also: value at the top dose of about 77 µM; % is scaled to controls: 0 for no effect and ±100 for the full control effect
Target sequence (P48426 whole entry, looked up): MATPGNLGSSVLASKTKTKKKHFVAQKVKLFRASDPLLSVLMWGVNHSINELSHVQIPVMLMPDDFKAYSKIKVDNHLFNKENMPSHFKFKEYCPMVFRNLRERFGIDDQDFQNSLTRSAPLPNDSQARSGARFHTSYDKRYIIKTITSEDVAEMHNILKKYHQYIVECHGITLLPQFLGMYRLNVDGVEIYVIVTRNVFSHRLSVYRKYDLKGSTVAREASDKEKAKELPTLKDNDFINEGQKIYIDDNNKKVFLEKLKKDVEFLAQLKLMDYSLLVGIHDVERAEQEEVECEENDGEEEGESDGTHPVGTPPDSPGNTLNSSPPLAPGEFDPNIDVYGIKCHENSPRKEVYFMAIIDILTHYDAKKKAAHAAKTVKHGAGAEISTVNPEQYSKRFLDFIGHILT
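PI5P4Kalpha ADP-Glo assay; 5 microM ATP final; 60 min RT reaction; HEPES pH 7.4/EGTA/CHAPS, 5% DMSO; controls lacking substrate or enzyme; luminescent end-point.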
EPAC1 ag = qHTS for Agonist of cAMP-regulated guanine nucleotide exchange factor 3 (EPAC1): primary screen; EPAC1 agonist qHTS, biochemical assay; response scale: 100% = response to 6.5 mM cAMP; hit rate 0.073% among 360,000; Rap guanine nucleotide exchange factor 3 (Homo sapiens), O95398; Potency, µM (doses to about 154 µM), inactives show top-dose activation, usual class: activators; also: potency is read from the fitted curve at half-maximal effect; nearly all actives have a fitted effect of over 60% in size
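EPAC1 100 nM, Rap1B–BODIPY-GDP 250 nM, unlabeled GDP 50 uM; compound titration; 5 min RT; kinetic read ex480/em540 at 5-min intervals ×30 min; data normalized to 6.5 mM cAMP agonist control.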
EPAC1 antag = qHTS for Antagonist of cAMP-regulated guanine nucleotide exchange factor 3 (EPAC1): primary screen | Rap guanine nucleotide exchange factor 3 (Homo sapiens), O95398 | AID 720709, 2013 | hit rate 0.14% among 360,000 | Potency, µM (highest dose often 115 µM), inactives show top-dose activity change, negative = inhibition, usual class: inhibitors | EPAC1 GEF assay, Rap1b-BODIPY-GDP exchange fluorescence;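 also: potency is read from the fitted curve at half-maximal effect; plate controls were vehicle for no effect and positive control for full effect; nearly all actives have a fitted effect of over 50% in size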
WRN helicase inh = qHTS for Inhibitors of WRN Helicase; WRN helicase unwinding, fluorescent forked duplex, kinetic; AID 651768, 2012; hit rate 0.46% among 360,000; Bifunctional 3'-5' exonuclease/ATP-dependent helicase WRN (Homo sapiens), Q14191; Potency, µM (titrated, usually from 114 µM), for inactives: at the top dose activity change, negative = inhibition, hits mostly inhibitors; also: potency is read from the fitted curve at half-maximal effect; % is scaled to controls: 0 for no effect and ±100 for the full control effect; nearly all actives have a fitted effect of over 55% in size
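Screening of the MLSMR collection measured strand separation of a quenched forked DNA duplex (100 nM) by 20 nM WRN with 2 mM ATP, all final. Compounds were preincubated with enzyme 15 min at room temperature.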
* marks the source's active call; other numbers are inactive results; ? = inconclusive; . = not tested or not shown; & = joins results of further samples; [ ] = remark or other dose. Unless noted, calls follow the shape of the dose curve; as a rule, active = well fitted curve in the direction sought with a large enough effect; inconclusive = small, poorly fitted or top-dose-only effect, or another doubt; inactive = no such curve, though single readings can be large; an effect the other way counts as inactive or inconclusive. This is a random part of the collection, and some 4.1% of all compounds hit somewhere here.

SMILES	PLK1 PBD block	IL-2 act	FUS suppressor	Abeta yeast res	PI5P4Ka inh	EPAC1 ag	EPAC1 antag	WRN helicase inh
FC(F)Oc1ccc(NC(=S)NCc2ccco2)cc1Cl	-16%	-0.2	8%	11%	-8	-5%	0%	-6%
CC(=O)SCCC(=O)N1C(C)CCCC1C(=O)O (centres undefined)	-2%	-0.2	-13%	2%	2	11%	-1%	-1%
Cc1ccccc1S(=O)(=O)N1[C@@H](c2ccc(Br)cc2)C(C(=O)O)=CC[C@H]1c1ccc(Cl)cc1	21µM*	-0.6	-15%	0%	-3	-17%	?	-9%
Cc1ccc2ccccc2c1CSc1nc(N)nc2c1ncn2CC(C)C	-10%	-7.5	.	0%	30	24%	-17%	-2%
Cn1cccc1/C=C1\SC(=O)N(c2ccccc2)C1=O	15%	250*	.	-17%	6	-22%	22%	-3%
CCC(=O)Nc1ccc(S(=O)(=O)Nc2cccc(C)c2)cc1OC	-7%	-2.4	13%	3%	.	4%	14%	2%
COc1ccc(CN2CCN(C(=O)c3cc(-c4cccnc4)nc4ccc(Cl)cc34)CC2)c(OC)c1OC	-7%	-0.9	29%	-7%	-3	1%	1%	2%
Cc1ccc(-n2c(=S)[nH]c3sc4c(c3c2=O)CCc2ccccc2-4)cc1	30µM*	-0.3	-19%	3%	-18	5%	-19%	-4%
CN1C(=S)SC(C)(C)C1(C)NO (centres undefined)	-11%	-1.2	-10%	5%	-11	16%	0%	0%
COc1cccc(N2CCN(C(=O)CCNS(=O)(=O)c3ccc4c(c3)c(=O)n(C)c(=O)n4C)CC2)c1	-10%	-1.7	28%	5%	-1	2%	3%	-4%
CCN1CCN(c2ccc(NC(=O)c3cccc(N4CCCC4=O)c3)cc2)CC1	-4%	0.3	29%	4%	-8	2%	12%	15%
CC(=O)c1cccc(NC(=O)c2ccc(-n3cncn3)c3ccoc23)c1	2%	-0.4	-4%	-14%	-6	-13%	-13%	4%
COc1ccc(C(=O)Nc2ccc(O)cc2C(=O)O)cc1	-5%	-0.4	5%	19%	-7	6%	21%	-17%
Fc1ccccc1OCCCN1CCOCC1	-5%	-2.4	20%	12%	.	-11%	10%	1%
Brc1ccc2[nH]ncc2c1	-2%	-1.9	-1%	13%	.	1%	9%	-3%[57.1 µM]
COCCCNC(=O)CCc1nc2cccnc2n1Cc1ccccc1	-2%	1.8	16%	11%	.	0%	0%	0%
COC(=O)C[C@@H]1CC[C@H](NS(=O)(=O)c2ccccc2F)[C@@H](CO)O1	-5%	0.4	-6%	-4%	11	15%	-2%	-5%
CCc1ccc(NC2CC(=O)N(c3ccc(OC)cc3OC)C2=O)cc1 (centres undefined)	-7%	-2.9	5%	-1%	.	7%	-1%	-5%
CCN(c1cccc(C)c1)S(=O)(=O)c1ccc2c(c1)oc(=O)n2C	0%	-1.6	7%	10%	5	1%	-9%	4%
CC(C)(C)c1ccc(-c2n[nH]c(=S)n2/N=C/c2ccncc2)cc1	-9%	0.2	.	8%	1	-2%	7%	-20%
CCN(CC)c1ccc(NS(=O)(=O)c2cn(C)c(=O)n(C)c2=O)c(C)c1	-2%	0.1	-22%	1%	-2	3%	8%	-2%
CCCn1nnnc1NC(=O)c1ccc2ccccc2c1	-4%	-0.2	-1%	23%	-7	7%	9%	-6%
COc1ccc(-c2c[n+]3c(n2-c2ccccc2)SCC3)cc1	8%	-0.5	-4%	-18%	2	14%	-1%	8%
CCc1ccc(NC(=O)c2ccccc2Br)cc1	?	0.8	4%	-15%	1	1%	-6%	2%
CCOC(=O)Cc1nnc(NC(=O)C23CC4CC(CC(C4)C2)C3)s1	-9%	1.4	36%	18%	1	6%	-20%	-6%
O=Cc1cn(CCOc2ccccc2F)c2ccccc12	-5%	-0.1	25%	-22%	-2	-3%	-22%	-3%
O=C(Nc1ccccc1F)N1CCC(NC(=O)C23CC4CC(CC(C4)C2)C3)CC1	-3%	-0.1	3%	13%	1	2%	4%	-2%
Cc1ccc(N(NC(=O)C(O)(c2ccccc2)c2ccccc2)C(=O)CCl)cc1	-6%	-3.0	-7%	3%	-6	1%	2%	-7%
C=C(C)c1cccc(C(C)(C)NC(=O)NCc2ccncc2)c1	-13%	-0.4	14%	10%	3	-2%	11%	-4%
Cc1ccc(-c2nnc(NC(=O)CCS(=O)(=O)c3ccc(F)cc3)o2)c(C)c1	-25%	-0.1	5%	13%	-7	-5%	-16%	?
Fc1cccc(Nc2cc(-n3cccn3)ncn2)c1	-1%	-2.1	4%	23%	.	-6%	-9%	-7%
CCC1(c2ccccc2)NC(=O)N(CC(=O)NC2CCCCCC2)C1=O (centres undefined)	-2%	0.2	15%	2%	3	-3%	17%	-6%
O=C(NCc1ccccc1)C(c1ccc(F)cc1)N(Cc1ccc2c(c1)OCO2)C(=O)Cn1nnc(-c2cccs2)n1 (centres undefined)	0%	-1.2	8%	-5%	-1	-3%	7%	-2%
Cc1ccc2oc(=O)n(CCOc3ccccc3)c2c1	-2%	1.4	5%	-15%	1	-9%	-1%	-22%
Cc1cccc(-n2nc(C)c3c(C(=O)O)cc(-c4cccs4)nc32)c1	?	1.1	19%	-20%	19	-6%	-11%	-11%
Cc1ccc(C2(C(F)(F)F)NC(=O)N3CCCN=C3S2)cc1 (centres undefined)	-8%	-1.4	1%	5%	.	0%	-4%	-2%
CSc1nc2nccc(-c3ccc(-c4ccccc4)cc3)n2n1	-8%	0.5	14%	14%	-13	5%	-10%	-25%[57.1 µM]
COCCNc1ccc(N2C(=O)CCCC2=O)cc1[N+](=O)[O-]	-16%	0.0	0%	-9%	-4	5%	-5%	2%
CCN(CC)S(=O)(=O)c1ccc(O)c(NC(=O)c2cc(-c3cc(OC)c(OC)c(OC)c3)nc3ccccc23)c1	19µM*	-0.8	22%	2%	-17	-21%	-21%	-33%
O=C(COC(=O)CCSc1ccc(Cl)cc1)NCCc1ccccc1	-12%	0.3	16%	17%	-9	2%	?	-2%
O=C(CCCOc1ccc(Cl)cc1)Nc1cccc(C(=O)O)c1	-6%	-0.5	11%	3%	5	12%	0%	-2%
CC1=C(C(=O)Nc2ccccn2)C(c2ccc3c(c2)OCO3)C2=C(CC(C)(C)CC2=O)N1 (centres undefined)	-2%	0.3	4%	-1%	-1	-2%	9%	-12%
CC(=O)c1ccc(NC(=O)CCc2nnc3ccc(N4CCCC4)nn23)cc1	-14%	-0.7	3%	11%	0	-1%	7%	-1%
CCCNC(=O)c1ccccc1C(=O)NC1(C(=O)NCCC)CCCC1	4%	3.8	-31%	-2%	0	12%	-16%	-6%
CC(=O)N1N=C(N)SC1(C)C	?	-0.1	3%	-6%	-3	6%	10%	7%
Cc1ccc(NC(=S)c2ccncc2)c(C)c1	-4%	-0.5	-15%	4%	6	15%	-21%	-1%
CN(C)S(=O)(=O)c1cccc(-c2nnc(SCC(=O)NCCCCCC(=O)O)n2-c2ccc(F)cc2)c1	-19%	0.3	29%	-15%	9	3%	-32%	-8%
COc1cccc(C2c3[nH]c4ccccc4c3C[C@H]3C(=O)N(c4ccccc4C(=O)NCCCN4CCOCC4)C(=O)N23)c1 (some centres undefined)	0%	0.4	26%	2%	16	2%	-4%	0%
CCOC(=O)C1CCN(S(=O)(=O)Cc2ccccc2)C1=O (centres undefined)	-10%	0.4	2%	21%	1	6%	2%	3%
COc1ccc(-c2cnc(SCC(=O)Nc3ccc4c(c3)OCO4)n2Cc2ccco2)cc1	-11%	-0.4	25%	-19%	-2	26%	-17%	-12%

Following part.
SMILES	PLK1 PBD block	IL-2 act	FUS suppressor	Abeta yeast res	PI5P4Ka inh	EPAC1 ag	EPAC1 antag	WRN helicase inh
COc1cccc(C(=O)N(C)CC(=O)Nc2cccc3ccccc23)c1	0%	0.8	-21%	-17%	2	-4%	15%	7%
Fc1ccc(-c2nnc(-c3ccc(Cl)cc3Cl)o2)cc1	2%	2.2	-14%	0%	1	-4%	16%	-1%
C/C(=N\NC(=O)c1ccc(-c2ccccc2)cc1)c1cccc(N)c1	1%	2.7	29%	-28%	-16	-1%	-26%	7%
CN(O)/C=C/C(=O)c1ccc(Br)cc1	27µM*	0.9	7%	-24%	?	-1%	-4%	-28%
CC(=O)Nc1ccc(C(=O)Cn2nnc3ccccc3c2=O)cc1	-27%	-1.7	18%	-10%	.	7%	-15%	-3%
COc1ccc(OC)c(N2C(=O)C(Cl)=C(N3CCCCC3)C2=O)c1	-17%	-1.0	35%	-3%	.	8%	-3%	-14%
Cc1ccc(Cc2cncc(O)c2)cc1S(=O)(=O)O	-11%	-1.6	43%	-4%	-4	0%	0%	-3%[11.6 µM]
O=C(O)c1c2c(nc3ccc(S(=O)(=O)N4CCC(C(=O)NCc5ccc(Cl)cc5)CC4)cc13)CCCC2	-10%	-1.7	28%&15%	-5%&-2%	-12	-4%	9%	-9%
O=C(/C=C/c1ccc([N+](=O)[O-])cc1)OCC(=O)c1ccc[nH]1	-4%	-4.4	.	3%	-30	5%	17%	-34%
Cc1cccc(N(CC(=O)NC2CCCCC2)C(=O)CCCC(=O)Nc2ccccn2)c1	-18%	-1.4	11%	3%	-3	2%	-24%	6%

Four entries from above, ordered by the value under EPAC1 antag, high to low:
SMILES | PLK1 PBD block | IL-2 act | PI5P4Ka inh | EPAC1 antag | WRN helicase inh
O=C(/C=C/c1ccc([N+](=O)[O-])cc1)OCC(=O)c1ccc[nH]1 | -4% | -4.4 | -30 | 17% | -34%
Fc1ccc(-c2nnc(-c3ccc(Cl)cc3Cl)o2)cc1 | 2% | 2.2 | 1 | 16% | -1%
COc1ccc(OC)c(N2C(=O)C(Cl)=C(N3CCCCC3)C2=O)c1 | -17% | -1.0 | . | -3% | -14%
C/C(=N\NC(=O)c1ccc(-c2ccccc2)cc1)c1cccc(N)c1 | 1% | 2.7 | -16 | -26% | 7%
